# b-catenin transl: alters nuclear translocation of beta-catenin in HeLa cells | nuclear translocation activity, % at 5 µM | AID 1665 | immunofluorescence imaging | 0.3% of 190,000 active;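 active = nuclear translocation activity above 50% at 5 µM, with a well cell count of 50 or more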;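 also: per-cell ratio of nuclear to cytoplasmic median beta-catenin stain intensity; plate controls were DMSO negative control for no effect and GSK-3 inhibitor IX positive control for full effect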
#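 assay system = human HeLa cells, endogenous beta-catenin | times = compound treatment 24 h, 37°C, 5% CO2 | detection = Anti-beta-catenin immunofluorescence on PFA-fixed, Triton-permeabilized cells, DAPI nuclei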
# Salmonella PhoP GFP: PhoP-dependent GFP reporter repression – Salmonella Typhimurium, primary screen (AID 1863) | 0.16% of 300,000 active | inhibition, % at 50 µM, or IC50 in µM where a hit was titrated | S. Typhimurium PhoP-regulated promoter GFP reporter, 4 h; higher % means a stronger effect;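 active = inhibition over 29.93%, a cutoff 3 SD above the screen mean, later confirmed by dose response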;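 also: 0% = low Mg2+ inducing control and 100% = high Mg2+ repressing control; strong numbers were not always called active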
# MT stabilize HCS: microtubule stabilization, imaging screen; 0.83% of 200,000 active; % tubulin-high responders, % at 10 µM; HeLa tubulin immunostaining HCS, 24 h; share of cells brighter than vehicle mean+2SD;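 active = plate Z-score above 3 for both tubulin-high and condensed-nucleus cell shares, with cell loss under 80%, at 10 µM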;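 also: anti alpha tubulin signal scored within the nucleus-defined area of each cell; some results filed as inactive read as strong as hits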
# Hep lipid drop: hepatic lipid droplet formation modulation; AML12 mouse hepatocytes, oleate lipid droplets, BODIPY imaging; inhibition, % at 6.5 µM; 0.4% of 240,000 active;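 active = lipid droplet intensity inhibited by at least 50%, with more than 500 cells counted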
#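 material = mouse AML12 hepatocyte cell line, fixed after treatment | also added = 100 µM oleic acid challenge | doses = compound at 6.5 µM only | schedule = overnight exposure | technique = Image-based BODIPY and DAPI two-channel analysis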
# Autophagy HCS: autophagy modulation, high-content screen; 0.98% of 190,000 active; AID 463193; MEF GFP-LC3 puncta imaging; test concentration mostly 10 µM; calls only at 10 µM (by protocol);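 active = percentage of spot-positive cells more than 3 SD above its plate mean, without a fluorescence outlier flag or 80% toxicity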;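 also: spot-positive cell cutoff set from DMSO-treated cells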
# T cell HTS: T cell immune modulation candidate; 2C CD8+ T cell-vesicle binding, flow cytometry; stronger effect = lower value; calls only at 7 µM; 0.068% of 330,000 active;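 active = response, share of CD8 T cells binding vesicles, and their 90th percentile fluorescence all below set limits, cut at about 80% in these data, passing the limit was not always enough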
#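 Benchmarks: naked versus QL9-loaded vesicles / Assay system: purified 2C TCR transgenic mouse naive CD8+ T cells / Technique: high-throughput flow cytometry with anti-B7-1 and anti-CD8 staining / Timing: Cell–vesicle co-incubation 1.5 h at 37 °C, staining 20 min on ice / Read-out: percent CD8+ FL2 mean versus row control / Probe or stimulus: QL9-loaded Drosophila micro-vesicles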
# CSM14.1 death rescue: rescue of cells from ER stress-induced death, primary screen, 384-well, CSM14.1, thapsigargin, ATP luminescence (AID 1222). CSM14.1 thapsigargin-induced death rescue, ATP luminescence; higher % means a stronger effect. cellular ATP content (survival), % at 20 µM; hits with a dose series show EC50 in µM. 190,000 tested, under 10 active;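 active = EC50 below 50 µM in the dose-response confirmation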;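 also: death triggered by thapsigargin at about 15 µM added after 2 h compound pretreatment; cell ATP read after overnight thapsigargin exposure of roughly 18 to 22 hours; normalized against plate controls of thapsigargin alone and 5% DMSO vehicle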
# Ins promoter up: MIN6 insulin promoter up-regulation. MIN6 insulin promoter-GFP reporter, high-content imaging; stronger effect = higher value. z-score at 5 µM. 0.3% of 190,000 active. AID 1625;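 active = z-score above 3 at 5 µM with at least 500 cells counted in the well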
# Dynein transport: dynein cargo transport inhibition. 3617.4 mouse cells, GR-EGFP nuclear translocation imaging; test concentration mostly 20 µM; stimulated with dexamethasone, 1 µM; stronger effect = lower value. z-score, hits read low. 0.47% of 220,000 active;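 active = plate z-score of nuclear minus cytoplasmic receptor signal below a set negative limit, without overly bright fluorescence or cell loss, cut at about -3.5 in these data, passing the limit was not always enough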;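 also: z-score of nuclear minus cytoplasmic ring GR-EGFP intensity difference per well; some compounds called inactive have numbers as strong as hits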
#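 Buffer or medium: tet-free, stripped-serum medium; reagent: dexamethasone at 1.0 µM final, 30 min; incubation: 48 h induction, 1 h compound, 30 min dex at 37 °C; measured by: formaldehyde fixation, Hoechst nuclear stain, 10x automated fluorescence imaging; read-out: nuclear-to-cytoplasmic GR-EGFP distribution per well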
# Dynein transport cytoplasmic EGFP: further read-out of Dynein transport, marked with its call; z-score; measured here: cytoplasmic GR-EGFP intensity; stronger effect = higher value
# Dynein transport nuclear GR-EGFP: recorded beside Dynein transport, whose call it bears; z-score; measured here: nuclear GR-EGFP intensity;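 lower value marks the stronger effect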
# Dynein transport cell count: further read-out of Dynein transport, marked with its call; z-score; measured here: cell count per field
# Ins promoter up cell count: recorded beside Ins promoter up, whose call it bears; cell count; measured here: cytotoxicity, nuclei count;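 total cells summed across four imaged fields per well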
# Hep lipid drop cells 6.5 µM: further read-out of Hep lipid drop, marked with its call; cell count; measured here: cell count, cytotoxicity flag;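 cells counted across two imaged fields per well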
# b-catenin transl cell count 5 µM: second read-out of b-catenin transl, no call of its own (marks repeat the call); cell count; measured here: cell count, cytotoxicity flag
# T cell HTS vesicle-bound %: further read-out of T cell HTS, marked with its call; double positive events, %; measured here: CD8+ vesicle-bound cell fraction;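 binding gate set so that unloaded-vesicle control wells show 10% double positive cells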
# MT stabilize HCS Hoechst-high %: further read-out of MT stabilize HCS, marked with its call; % Hoechst-high responders; measured here: nuclear condensation Hoechst responders;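 share of cells brighter than vehicle mean plus two SD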
# MT stabilize HCS cytotoxicity %: second read-out of MT stabilize HCS, no call of its own (marks repeat the call); toxicity, %; measured here: cytotoxicity by cell density;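 0% = mean cell density of plate MIN control wells and 100% = no cells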
# Autophagy HCS cell loss 18 h: further read-out of Autophagy HCS, marked with its call; toxicity, %; measured here: cell loss, nuclei count;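 cell loss after 18 h compound exposure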
# * marks the source's active call; other numbers are inactive results; i = inactive; x = no result given.
Compound,b-catenin transl,b-catenin transl cell count 5 µM,Salmonella PhoP GFP,MT stabilize HCS,MT stabilize HCS Hoechst-high %,MT stabilize HCS cytotoxicity %,Hep lipid drop,Hep lipid drop cells 6.5 µM,Autophagy HCS,Autophagy HCS cell loss 18 h,T cell HTS,T cell HTS vesicle-bound %,CSM14.1 death rescue,Ins promoter up,Ins promoter up cell count,Dynein transport,Dynein transport cytoplasmic EGFP,Dynein transport nuclear GR-EGFP,Dynein transport cell count
Cc1cc(-c2nnc(CCC(=O)N(CC3CCC3)CC3CCCO3)o2)no1 (stereo unspecified),-0.1,1014,-4%,4.6,1.1,13,5,737,i,14,i,45,-0.8%,-0.89,1429,-0.34,0.039,-0.14,-0.054
O=C(NC12CC3CC(CC(C3)C1)C2)N1CCC(O)(c2ccc3c(c2)OCO3)CC1,-3.5,1057,-8%,3.4,1.6,8.2,-2,712,i,-4,i,18,0.3%,0.58,821,0.22,-0.071,0.5,-1.7
C=CCOc1c(Cl)cc(/C=N/O)cc1OC,-0.9,918,2%,5.3,2.0,4.3,x,x,i,8,i,37,0.6%,0.09,1079,0.24,-0.46,0.59,0.18
CCOC(=O)N1CCN(C(c2ccc(C)cc2)c2sc3nc(C)nn3c2O)CC1 (stereo unspecified),-3.4,1241,-6%,x,x,x,4,709,x,x,i,18,x,-0.98,866,-1,-0.8,-0.29,-0.2
O=C(NCc1ccccn1)C1CCCCC1,-0.3,1197,-3%,3.7,1.8,12,5,756,i,17,i,1,-14%,-1,1334,0.97,-0.25,0.72,-0.59
O=c1c2cccnc2[nH]c(=S)n1CCCN1CCN(c2ccc(F)cc2)CC1,-1.3,1001,0%,1.1,1.5,9.3,-8,624,i,-7,i,52,-2.1%,0.11,1786,0.16,0.4,0.58,-0.08
CCN1C(=O)C(O)(CC(=O)/C=C/C=C/c2ccccc2)c2ccccc21 (stereo unspecified),0.7,1343,2%,2.4,3.2,11,x,x,i,12,i,49,-2.1%,0.07,1577,-2.6,0.072,-0.69,-0.35
CN(C(=O)C1CCOC1)c1nnc(-c2cnccn2)s1 (stereo unspecified),-2.0,1179,8%,6.2,1.6,4.2,x,x,i,5,i,50,0.7%,1.1,899,0.61,-0.3,0.63,-0.11
COc1cccc(NC(=O)COC(=O)c2cc(S(=O)(=O)N3CCOCC3)ccc2C)c1,x,x,24%,2.5,1.6,5.8,6,816,i,36,i,56,-1.3%,x,x,1.9,-0.23,1.6,-0.47
O=C(Nc1ccccc1)C1CC(=O)n2ncnc2N1 (stereo unspecified),2.7,964,21%,3.2,1.4,2.0,-23,633,i,-33,i,27,-1.1%,0.64,1865,-0.38,-0.24,-0.37,1.1
COc1cc2nc3c4ccccc4n(CC#N)c3nc2cc1OC,-1.6,998,12%,9.4,1.2,16,x,x,i,-9,x,x,-0.4%,-0.2,1331,-0.65,-0.17,-0.057,0.18
O=C(COC(=O)CNC(=O)c1ccco1)Nc1ccc(Cl)cn1,x,x,-7%,1.5,1.0,6.4,12,796,i,27,i,56,0.3%,0.74,847,-0.7,0.036,-0.12,0.42

# Brought forward from above: two entries, then new ones.
Compound,b-catenin transl,b-catenin transl cell count 5 µM,Salmonella PhoP GFP,MT stabilize HCS,MT stabilize HCS Hoechst-high %,MT stabilize HCS cytotoxicity %,Hep lipid drop,Hep lipid drop cells 6.5 µM,Autophagy HCS,Autophagy HCS cell loss 18 h,T cell HTS,T cell HTS vesicle-bound %,CSM14.1 death rescue,Ins promoter up,Ins promoter up cell count,Dynein transport,Dynein transport cytoplasmic EGFP,Dynein transport nuclear GR-EGFP,Dynein transport cell count
COc1cc2nc3c4ccccc4n(CC#N)c3nc2cc1OC,-1.6,998,12%,9.4,1.2,16,x,x,i,-9,x,x,-0.4%,-0.2,1331,-0.65,-0.17,-0.057,0.18
O=C(COC(=O)CNC(=O)c1ccco1)Nc1ccc(Cl)cn1,x,x,-7%,1.5,1.0,6.4,12,796,i,27,i,56,0.3%,0.74,847,-0.7,0.036,-0.12,0.42
Cc1ccn(CC(=O)O)c(=O)c1,-11,1032,7%,5.8,2.9,6.1,x,x,i,10,i,35,-0.1%,0.61,1042,-0.34,-0.32,0.12,0.22
CCCCn1c(CN2CCN(C(=O)c3ccco3)CC2)nc2c1c(=O)n(C)c(=O)n2C,8.2,1052,0%,1.8,2.5,8.1,-1,697,i,12,i,34,0.2%,-0.97,1111,-0.3,-0.16,0.1,0.41
CCCCOc1ccc(S(=O)(=O)NNC(=O)C2Cc3c(ccc4ccccc34)O2)cc1 (stereo unspecified),-1.6,1046,33%,4.0,1.4,10,-1,629,i,-19,i,61,-0.8%,0.19,1966,-0.23,-0.21,-0.3,-0.25
Cc1cccc(Oc2cc([N+](=O)[O-])cc3c2C(=O)Nc2ccccc2O3)c1,7.9,569,-3%,3.0,2.8,5.2,-32,737,i,6,i,10,-0.2%,2.3,1110,2.6,1.8,1.1,-1.2
O=C(NC1CCCC1)C1CCCN1C(=O)Nc1ccccc1Cl (stereo unspecified),-2.9,1260,-9%,6.2,1.8,9.8,0,720,i,10,i,51,5.0%,0.01,1267,0.81,-0.42,0.6,-0.1
CN(C1CCCC1)C1CCN(C(=S)Nc2cc(F)cc(F)c2)CC1,0.4,1075,5%,1.4,1.6,1.5,2,724,i,-1,i,18,-0.2%,-0.17,1270,0.67,-0.21,0.071,-0.13
Nn1c(-c2ccccc2Cl)nnc1-c1ccccc1Cl,-1.1,1240,-7%,2.1,1.4,3.8,-2,780,i,5,i,36,-2.2%,0.39,1198,-1.1,-0.26,-0.26,0.47
CN(Cc1ccccc1)c1nc(-c2ccc([N+](=O)[O-])cc2)nc2ccccc12,0.3,1358,-3%,1.1,2.1,11,x,x,i,6,i,54,5.4%,1.1,1330,-0.084,-0.24,-0.45,-0.099
S=C(Nc1cccc(Cl)c1)NC1CC2CCCC(C1)N2C1CCCC1 (stereo unspecified),-0.8,1151,-3%,2.3,2.3,9.5,-14,496,i,2,i,32,-1.3%,-0.03,1367,-0.52,-0.3,-0.4,0.48
O=C(Cn1cnc2c(nnn2Cc2ccc(F)cc2)c1=O)OCc1ccccc1,0.0,1349,3%,2.7,3.1,10,10,726,i,3,x,x,-1.6%,0.08,1131,-0.4,-0.23,0.084,-0.027
O=C(CO/N=C/c1ccccc1)N1c2ccccc2Oc2ccccc21,-0.7,1184,5%,2.8,2.0,2.1,7,721,i,10,i,64,7.1%,x,x,-0.66,-0.16,-0.33,0.9
Oc1cccc(C(O)CNCc2ccc(OCc3ccc(Cl)cc3Cl)cc2)c1 (stereo unspecified),4.4,889,-3%,5.0,5.8,0.7,2,610,i,10,i,66,-1.6%,0.36,1517,-0.81,-0.35,-0.48,1.2
NC(=O)CC(NC(=O)OCc1ccccc1)C(=O)O (stereo unspecified),-3.0,1390,3%,1.7,1.4,4.0,x,x,x,x,i,39,0.0%,0.01,1538,-0.92,-0.21,-0.17,0.66
COC(=O)c1nnn(CC(=O)Nc2cccc(Cl)c2C)c1C(=O)OC,x,x,-3%,0.9,1.0,8.9,-19,755,i,-4,i,50,0.3%,-0.34,991,0.2,-0.041,0.43,-0.86
CC(C)CN(C(=O)CSc1nnc2ccccn12)c1c(N)n(CC(C)C)c(=O)[nH]c1=O,x,x,-13%,2.4,1.9,7.2,-25,819,i,-11,i,23,-0.7%,1.6,911,-0.77,-0.3,-0.16,0.57
Cc1cc(C)c(S(C)(=O)=O)c(S(=O)(=O)c2ccc(Cl)cc2)n1,2.7,1423,-9%,3.1,1.6,6.3,x,x,i,-27,i,29,-0.6%,0.26,1457,0.16,-0.21,-0.23,0.014
O=C(Nc1ccc(F)cc1)/C(=C1/CCCCCN1)[N+](=O)[O-],1.4,1299,0%,x,x,x,-56,728,x,x,i,44,x,0.07,1290,0.17,-0.043,-0.15,0.17
Cc1ccc(Cl)cc1N1CCN(C(=O)c2cn(C)c(=O)c3c2c2ccccc2n3C)CC1,139*,341*,-1%,16,4.3,48,-31,809,i,10,i,60,-0.5%,-1.8,1166,0.94,-0.22,0.35,0.44
COc1ccc(NC(=S)NCC2CCCO2)c(C)c1 (stereo unspecified),-1.5,539,0%,2.7,3.0,3.5,-2,715,i,4,i,5,-0.9%,-0.13,1337,-0.54,-0.29,-0.21,-0.027
Cc1onc(-c2ccccc2)c1C(=O)Nc1ccc(S(=O)(=O)NC(C)(C)C)cc1,-1.5,1020,-8%,3.5,1.3,7.3,11,721,i,14,i,46,-1.2%,0.28,1466,-0.32,-0.33,0.092,1.4
CNC(=O)c1ccc(-c2sc3nc(N4CCOCC4)c4c(c3c2N)CC(C)(C)OC4)o1,-0.4,1376,-5%,2.8,1.3,8.8,x,x,i,2,i,46,-0.3%,3.2*,1238*,-0.83,-0.21,-1,0.26

# An unsorted share of the library, and some 3% of all compounds hit somewhere here.
